aSyn tox rescue – rescues yeast growth from alpha-synuclein toxicity | 94,000 compounds, 0.02% hits | Potency, µM (top dose mostly 46.1 µM), without a hit: top-dose growth rescue (activation), actives largely listed as activators | S. cerevisiae alpha-synuclein toxicity rescue, BacTiter-Glo growth, 24 h | AID 1347070; active means well fitted activation curve with a large enough effect; inconclusive means small, poorly fitted or top-dose-only effect; further: 0% is about no effect
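Growth restoration measured by BacTiter-Glo luminescence after 24 hr at 30 deg C; alpha-synuclein yeast, raffinose-pregrown to mid-log, were added at OD600=0.02 in galactose medium onto pinned compounds.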
The depositor's hits bear a star; ? = inconclusive; & = joins results of further samples. Potency means the concentration at half of the fitted maximal effect. Not all compounds are listed (hit frequency here may not be typical).

SMILES	aSyn tox rescue
COc1cccc(NC(=O)CN(C)C(=O)c2cn(-c3ccccc3)nc2-c2cccs2)c1	-8.5%
CC(NC(=O)c1cc(-c2ccc(Cl)cc2)on1)c1ccccc1 (stereo not given)	-6.1%
Cc1ccc(-n2ncc3c(NC4CCCC4)ncnc32)cc1	-6.7%
O=C(CCOc1ccccc1)N(Cc1cccnc1)c1nc2c(F)cc(F)cc2s1	?
CN(C)C(=O)CSc1nnc(-c2cccs2)n1-c1ccccc1	5.8%
Cc1ccc([C@H]2C[C@@H](O)[C@H](n3cc(C4CC4)nn3)CN2C(=O)C2CCCCC2)cc1	4.8%
CCNC(=O)c1ccc(CSc2nc3ccncc3n2Cc2ccc(F)cc2)cc1	0.7%
COc1ccc(C)cc1-n1c(SCC(=O)NCc2ccco2)nc2c([nH]c3ccccc32)c1=O	-0.6%
CCCCNC(=S)N1CCN(Cc2ccc3c(c2)OCO3)CC1	4.0%
Cc1ccc(NC(=O)CC(c2ccc(F)cc2)N2Cc3ccccc3C2=O)cc1C (stereo not given)	-4.2%
Cc1cccc(NC(=O)C2CC2c2ccccc2)c1C (stereo not given)	3.6%
CCCC(C(=O)Nc1cccc(S(=O)(=O)N2CCCC2)c1)c1ccccc1 (stereo not given)	1.4%
O=C(COC(=O)c1ccc([N+](=O)[O-])cc1)Nc1ccc(Cl)cn1	-27.7%
O=C(c1ccncc1)N1N=C(c2ccc(Cl)cc2)CC1c1ccccc1O (stereo not given)	8.3%
COc1ccc(C)cc1NC(=O)CN(C)S(=O)(=O)c1ccc2[nH]c(=O)oc2c1	2.2%
Cc1ccc(S(=O)(=O)N(C)C[C@H]2OCc3cnnn3CCCC(=O)N([C@H](C)CO)C[C@H]2C)cc1	-6.6%
COc1cccc(-c2nc(SCC(=O)NCc3ccccc3)c3c(=O)n(C)c(=O)n(C)c3n2)c1	-7.3%
O=C(COc1ccc(Cl)cc1)Nc1cccc(S(=O)(=O)NC2=NCCCCC2)c1	2.6%
O=C(CSc1nc2nccnc2c(=O)n1CCc1c[nH]c2ccccc12)Nc1ccc(F)cc1	4.0%
Cc1ccc(Cn2cnc3c(oc4ccccc43)c2=O)cc1	0.4%
O=C(NCc1ccccc1F)c1ccc(S(=O)(=O)N2CCCC2)cc1	10.8%
Cc1ccc2nc(NCc3ccccc3)c(C=NCc3cccnc3)c(=O)n2c1	-1.5%
O=c1c2cc3c(cc2n(Cc2ccccc2)c(=O)n1Cc1nc(-c2ccccc2)no1)OCO3	6.7%
Cc1ccc(CCNC(=O)c2cnc3c(-c4ccc(F)cc4)c(C)nn3c2C)cc1	-16.3%
COc1ccc(-c2onc(C)c2C)cc1S(=O)(=O)NCC(C)c1ccccc1 (stereo not given)	?
CCOc1ccccc1NC(=O)c1ccc2[nH]c(C)c(C)c2c1	-6.6%
COC(=O)c1ccccc1NC(=O)c1cc(C2CC2)on1	-4.9%
C=CCN(c1ccc(C(=O)Nc2cccc([N+](=O)[O-])c2)cc1)S(C)(=O)=O	-1.5%
COc1ccc(-c2[nH]ncc2CN(C)CCN2CCOCC2)cc1F	-0.2%
Cc1ccc(N(C(=O)c2csnn2)C(C(=O)NCc2ccccc2)c2cccnc2)cc1 (stereo not given)	-3.4%
COc1cccc(CNC(=O)Cc2c(C)c3cc4c(C)coc4cc3oc2=O)c1	5.4%
CC(C)N1CCC(N2CCN(Cc3cc(F)ccc3-n3cccn3)CC2CCO)CC1 (stereo not given)	-5.1%
Cc1cccc(Oc2coc3cc(OCC(=O)NC4CCCCC4)ccc3c2=O)c1	-3.6%
COc1ccc(OC)c(S(=O)(=O)N2Cc3ccccc3CC2C(=O)Nc2ccc(Cl)cc2)c1 (stereo not given)	11.0%
CC(C)(O)c1ccc2c(c1)CCC1C(C)(C(=O)O)CCCC21C (stereo not given)	-0.4%
CC(C)Cn1c(N)c(C(=O)CSc2ncn[nH]2)c(=O)n(C)c1=O	2.0%
O=C(CCOc1ccccc1)N(Cc1cccnc1)c1nc2c(F)cccc2s1	2.6%
CCOc1ccc2ccccc2c1/C=N/NC(=O)CNC(=O)c1ccccc1F	-1.9%
Cc1ccc(OCC(=O)Nc2ccc(OCc3cc(=O)n4cccc(C)c4n3)cc2)cc1C	-8.1%
O=c1cc(O)nc(-c2ccccc2)s1	-23.5%

16 consecutive compounds out of the list so far, quoted:
SMILES	aSyn tox rescue
COc1ccc(-c2onc(C)c2C)cc1S(=O)(=O)NCC(C)c1ccccc1 (stereo not given)	?
CCOc1ccccc1NC(=O)c1ccc2[nH]c(C)c(C)c2c1	-6.6%
COC(=O)c1ccccc1NC(=O)c1cc(C2CC2)on1	-4.9%
C=CCN(c1ccc(C(=O)Nc2cccc([N+](=O)[O-])c2)cc1)S(C)(=O)=O	-1.5%
COc1ccc(-c2[nH]ncc2CN(C)CCN2CCOCC2)cc1F	-0.2%
Cc1ccc(N(C(=O)c2csnn2)C(C(=O)NCc2ccccc2)c2cccnc2)cc1 (stereo not given)	-3.4%
COc1cccc(CNC(=O)Cc2c(C)c3cc4c(C)coc4cc3oc2=O)c1	5.4%
CC(C)N1CCC(N2CCN(Cc3cc(F)ccc3-n3cccn3)CC2CCO)CC1 (stereo not given)	-5.1%
Cc1cccc(Oc2coc3cc(OCC(=O)NC4CCCCC4)ccc3c2=O)c1	-3.6%
COc1ccc(OC)c(S(=O)(=O)N2Cc3ccccc3CC2C(=O)Nc2ccc(Cl)cc2)c1 (stereo not given)	11.0%
CC(C)(O)c1ccc2c(c1)CCC1C(C)(C(=O)O)CCCC21C (stereo not given)	-0.4%
CC(C)Cn1c(N)c(C(=O)CSc2ncn[nH]2)c(=O)n(C)c1=O	2.0%
O=C(CCOc1ccccc1)N(Cc1cccnc1)c1nc2c(F)cccc2s1	2.6%
CCOc1ccc2ccccc2c1/C=N/NC(=O)CNC(=O)c1ccccc1F	-1.9%
Cc1ccc(OCC(=O)Nc2ccc(OCc3cc(=O)n4cccc(C)c4n3)cc2)cc1C	-8.1%
O=c1cc(O)nc(-c2ccccc2)s1	-23.5%

Reprinted at random: two compounds from above
SMILES	aSyn tox rescue
O=C(CCOc1ccccc1)N(Cc1cccnc1)c1nc2c(F)cc(F)cc2s1	?
Cc1ccc([C@H]2C[C@@H](O)[C@H](n3cc(C4CC4)nn3)CN2C(=O)C2CCCCC2)cc1	4.8%

Next section:
SMILES	aSyn tox rescue
O=C(COC(=O)CCC(=O)c1ccc(F)cc1)Nc1nnc(-c2ccccc2)o1	-8.8%
COc1ccccc1CNC(=O)CCC1N=C2c3ccccc3N=C(SCc3ccc(Cl)cc3)N2C1=O (stereo not given)	3.6%
CN1CCN(C(c2ccc(Cl)cc2Cl)c2sc3nc(-c4ccco4)nn3c2O)CC1 (stereo not given)	-0.7%
COc1cccc(CSc2nnnn2-c2ccc(O)cc2)c1	10.0%
Oc1ccc(-c2nc3ccc(Cl)cn3c2Nc2ccc3c(c2)OCO3)cc1	0.9%
C/C(=N/N1CCN(c2ccccn2)CC1)c1cccc([N+](=O)[O-])c1	-7.5%
CCCCc1nc(SCC(=O)Nc2ccc(S(N)(=O)=O)cc2)n[nH]1	2.1%
COc1cc(SC)ccc1C(=O)NC1CCCc2ccccc21 (stereo not given)	-11.3%
O=C1OC(C(=O)Nc2ccc(Cl)c(C(F)(F)F)c2)Cc2ccccc21 (stereo not given)	-20.0%
CC(=NCc1ccccc1)c1ccccc1O	-6.2%
COc1ccc(OC)c(NC(=O)C2CCCN(S(=O)(=O)c3ccc4c(c3)CCCC(=O)N4)C2)c1 (stereo not given)	-4.2%
Cc1cccc2c1-c1sc(C(=O)Nc3ccccc3N3CCN(C)CC3)cc1CO2	-16.8%
O=C(CSc1nccc(=O)[nH]1)NC1CCCC1	-1.0%
O=[N+]([O-])c1ccc(N2CCN(CCO)CC2)c2ncccc12	-0.5%
COc1ccc(S(=O)(=O)c2c(Nc3ccc(F)cc3)sc(C(=O)c3ccc(C)cc3C)c2N)cc1	9.6%
COc1ccc(S(=O)(=O)NC(C)(C)C)cc1-c1nnc2c3ccccc3c(C)nn12	-7.6%
Cc1ccc2nc(SCC(=O)N3CCCCCC3)nc(=O)n2c1	-5.9%
COC(=O)c1ccccc1NC(=O)Cn1c(=O)nc(-c2ccccc2)c2cc(Cl)ccc21	-4.3%
COc1ccc(Cl)cc1NC(=O)c1cc(S(=O)(=O)N(C)Cc2ccccc2)ccc1F	-10.2%
O=C(CCn1c(=O)oc2ccccc21)NCc1ccco1	7.4%
O=C(c1ccc2nc(-c3ccccc3)c(-c3ccccc3)nc2c1)N1CCCCC1	6.6%
O=C(Cc1ccc(Cl)cc1)Nc1cc(Cl)ccn1	0.5%
Cc1ccc(OCC(=O)N(C)CC(=O)Nc2ccc(N3CCOCC3)cc2)cc1	4.4%
COc1ccc(Cl)cc1NC(=S)Nc1cccc(C)c1	-26.8%
Cc1ccc(NC(=O)CN(C)C(=O)c2ccccc2OCc2c(C)noc2C)cc1	-4.9%
Cc1cccc(OCC(O)Cn2c(=N)n(CCN3CCCCC3)c3ccccc32)c1 (stereo not given)	4.9%
Cc1cccc(C(=O)Nc2nnc(S(=O)(=O)N3CCOCC3)s2)c1	-3.7%
CSC[C@H]1CN(Cc2ccccc2)C(=O)[C@@H]1CC(=O)Nc1ccc(Br)cc1	1.2%
Cc1ccc(C)c(N2CCN(C(=O)c3cc(C)nc4c3c(C)nn4-c3ccccc3)CC2)c1	-0.1%
CCc1ccc(NC(=O)CC2C(=O)N(c3cccc(OC)c3)C(=O)N2Cc2ccc(F)cc2)cc1 (stereo not given)	27.7%
O=C(O)c1cnn(-c2nc(-c3cccc(F)c3)cs2)c1C(F)(F)F	2.3%
COc1ccccc1N1CCN(C(=O)c2cc3c(-c4ccccc4F)nn(C)c3s2)CC1	24.1%
Cc1ccc2c(c1Br)C(O)(CC(=O)c1ccc(F)cc1)C(=O)N2 (stereo not given)	11.5%
CCOc1ccccc1NC(=O)Cn1c(=O)n(CC(=O)NCc2ccccc2Cl)c(=O)c2sccc21	-4.2%
CCOc1ccc(NC(=O)c2sc3nc4c(c(-c5ccc(OC)cc5)c3c2N)C(=O)CC(C)(C)C4)cc1	-1.4%
CC(=O)CNc1ccc(S(=O)(=O)N/N=C/c2ccccc2)cc1	-1.3%
CCCCN(CCCC)C1=C(C(=O)c2ccccc2)N(C)S(=O)(=O)c2ccccc21	?
Fc1ccc(-c2noc3ncnc(NCc4cccc(Cl)c4)c23)cc1	8.0%
Cc1ccc(N2CC(C(=O)Nc3cc(Cl)ccc3-n3cncn3)CC2=O)cc1 (stereo not given)	1.8%
Cc1ccc(OCC(=O)N(Cc2ccco2)Cc2ccco2)cc1	5.0%
CCN(CC)C(=O)Cn1c(=O)n(-c2ccccc2)c(=O)c2c3c(sc21)CCC3	1.7%
COc1ccc(-c2cc(C(F)(F)F)nc(NCCc3ccccc3)n2)cc1	-4.3%
Cc1ccnc(NC(=O)CNC(=O)Cc2cccc3ccccc23)c1	-5.5%
CC(=O)c1cc2c(cc1N/C(=N/S(=O)(=O)c1ccc(C)cc1)c1ccccc1)OCO2	-4.0%
COc1cc([N+](=O)[O-])ccc1NC(=O)N1CCC2(CC1)Nc1cc(F)ccc1-n1cccc12	-6.9%
O=C(NC(=S)Nc1c(Cl)cc(Cl)cc1Cl)c1ccccc1	9.3%
CCOc1ccc(NC(=O)CSc2cn(CC(=O)N3CCCCCC3)c3ccccc23)cc1	-3.9%
S=C(NCc1ccc2[nH]c3c(c2c1)CCCC3)Nc1ccccc1Cl	7.2%
N#C/C(=C/c1ccc(F)cc1)C(N)=S	-15.5%
COc1ccc(C(=O)Nc2ccccc2C(=O)NC2CC2)c(OC)c1OC	3.8%
COc1ccccc1N1CCN(Cc2cc3c(cc2O)OCO3)CC1	1.6%
CCn1nc(C)c(CNCc2cn[nH]c2-c2cc3ccccc3o2)c1C	9.1%
CCOc1ccccc1N(C)C(=O)c1sc2nc3n(c(=O)c2c1C)CCCC3	6.5%
C/C=C/c1cnc2c(c1)C(=O)N([C@H](C)CO)C[C@H](C)[C@@H](CN(C)C(=O)CN1CCOCC1)O2	11.0%
COc1cc(Cl)c(C)cc1NC(=O)c1ccc2c(SCC(=O)O)c3c(nc2c1)CCCC3	-2.2%&-10.5%
Cc1cccc(NC(=O)c2c(C)nn(-c3ccccc3)c2Cl)c1	-24.1%
CCN(CC)C(=O)c1sc2c(c1C)c(=O)n(-c1ccc(Cl)c(Cl)c1)c(=O)n2Cc1ccccc1C#N	3.0%
Cc1cc(C)cc(Oc2coc3c(CN4CCN(C)CC4)c(O)ccc3c2=O)c1	-14.6%
COC(=O)c1ccccc1NC(=O)COc1ccccc1[N+](=O)[O-]	18.7%
Cc1nc2c(C)cccn2c1/C(O)=C1\C(=O)C(=O)N(CCN(C)C)C1c1cccs1 (stereo not given)	-7.2%

Carrying on:
SMILES	aSyn tox rescue
COc1ccc(S(=O)(=O)N2CCOC2CNC(=O)C(=O)NCCc2ccccc2)cc1 (stereo not given)	10.4%
CCCNC(=O)c1cc(S(=O)(=O)N2CCC3(CC2)OCCO3)ccc1F	-3.7%
Cn1cccc1/C=C(\C#N)c1ccccc1	4.5%
CSCC[C@@H](C(=O)Nc1cccc(F)c1)N1Cc2ccccc2C1=O	6.5%
COc1ccc(NC(=O)N2CCCC2C(=O)Nc2ccccc2F)cc1 (stereo not given)	-9.1%
O=C(COC(=O)c1ccc(NS(=O)(=O)c2cccs2)cc1O)NC1CCCCC1	4.9%
C[C@H](CO)N1C[C@H](C)[C@@H](CN(C)C(=O)CCC(F)(F)F)OCc2cnnn2CCCC1=O	3.5%
Cc1ccc(C)c(N2CCN(C(=O)c3cnn(-c4ccccc4Cl)c3C3CCN(C(=O)OC(C)(C)C)CC3)CC2)c1	10.0%
CCCc1cc(=O)[nH]c(SCC(=O)c2c(C)[nH]c3ccccc23)n1	6.2%
CN1CCN(C(=O)Cn2c(-c3cccs3)cc3ccccc32)CC1	-2.5%
N#CCSc1ccccc1NC(=O)CN1C(=O)NC(CCc2ccccc2)C1=O (stereo not given)	-8.5%
CCOc1cccc2cc(-c3nc4ccc(C(=O)O)cc4[nH]3)c(=O)oc12	-1.5%
CCCc1nn2c(=O)cc(COC(=O)c3ccc(NC(=O)CCc4ccccc4)cc3)nc2s1	-5.9%
O=C(COC(=O)c1cccc(S(=O)(=O)N2CCCC2)c1)c1ccc(F)cc1	0.2%

Compound activity as filed in PubChem BioAssay.
